CCT modulator: modulators of cytosolic chaperonin (CCT/TRiC) activity; purified chaperonin ATPase assay, HTRF ADP detection, 30 min; activity change, % (test concentration not listed), hits read low; 360,000 tested, 0.3% active; AID 651819; in the data active means activity change below about -30%; further: on the % scale 0 is the no-effect control and ±100 the full control effect
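ATPase activity: ADP formed was measured by HTRF Transcreener (665/615 nm ratio) after 30 min at 37 deg C with 10 uM ATP. Compounds screened at one 76 uM concentration against 40 or 20 nM TRiC in Tris pH 7.4/KCl/MgCl2/DTT buffer.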
A549 tox: counter-screen for Nrf2 inhibitors: cytotoxicity in A549 cells; A549 ARE-Fluc cells, CellTiter-Fluor viability, 18-24 h; Potency, µM (highest dose often 46 µM), without a hit: top-dose activity change, negative = cytotoxicity, hits mostly inhibitors; 390,000 tested, 0.16% active; AID 504648; further: potency means the concentration at half of the fitted maximal effect; on the % scale 0 is the no-effect control and ±100 the full control effect
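Cytotoxicity counterscreen: CellTiter-Fluor fluorescence was measured in A549 ARE_Fluc cells after 18-24 h of compound exposure in a concentration series. The subsequent BugLite luminescent read reports ARE-luciferase activity.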
Nrf2 inh: Nrf2 pathway inhibition | A549 ARE-Fluc reporter, luciferase luminescence, 18-24 h | Potency, µM (top dose mostly 46 µM), for inactives: at the highest dose activity change, negative = inhibition, actives largely listed as inhibitors | 360,000 tested, 2.1% active | AID 504444; further: potency means the concentration at half of the fitted maximal effect; on the % scale 0 is the no-effect control and ±100 the full control effect; nearly all actives have a fitted effect of over 60% in size
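Two sequential reads on A549 ARE_Fluc cells exposed to compound for 18-24 h: a CellTiter-Fluor fluorescence read for viability, then a luciferase luminescence read for Nrf2/ARE activity.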
HepG2 viability: kills HepG2 cells in TGF-b inhibitor counter-screen | HepG2 CAGA-GFP viability, ATP luminescence, 18 h | Potency, µM (highest dose often 46.1 µM), inactives show top-dose activity change, negative = cytotoxicity, hits mostly cytotoxic | 410,000 tested, 0.76% active | AID 588856; further: potency means the concentration at half of the fitted maximal effect; some results filed as inactive show a strong effect at the top dose
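HepG2 CAGA-GFP cells (1000/well, DMEM with 1% FBS) received compound, then TGF-beta at 500 pg/mL final, and were incubated 18 hours at 37 degrees C. Viability was read by CellTiter-Glo luminescence. Media-only wells were set as complete cell-killing and DMSO as no toxicity.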
TGFb inhibitor: TGF-b pathway inhibition; AID 588855; Potency, µM (highest dose often 46.1 µM), without a hit: top-dose activity, negative = inhibition, usual class: inhibitors; HepG2 CAGA-GFP TGF-b/SMAD3 reporter, GFP fluorescence, 18 h; TGF-beta stimulated, 500 pg/mL final; 410,000 tested, 1.2% active; further: potency means the concentration at half of the fitted maximal effect; on the % scale 0 is the no-effect control and ±100 the full control effect; nearly all actives have a fitted effect of over 65% in size
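First, reporter cells (HEPG2 CAGA-GFP) rested 2 h at 37 degrees C. Next, compounds were pinned in and TGF-beta added to 500 pg/mL final. After 18 h, GFP was imaged per cell and summed per well.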
pAkt inh: blocks phosphorylation of Akt | Neuro2A IGF-stimulated pAkt S473 HTRF, 20 min; hits give low values | activity change, % for hits at 50 µM | 360,000 tested, 0.32% active; in the data active means activity change below about -80%; inconclusive means mostly about -51% to -80%; further: on the % scale 0 is the no-effect control and ±100 the full control effect
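Single-point screen (50 µM final compound) in Neuro2A cells stimulated 20 min with 6 nM IGF at 37 deg C. After lysis, Ser473-phosphorylated Akt read by HTRF (ex 330 nm, em 615/665 nm) as the 665/615 ratio.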
MmCpn inh: M. maripaludis TRiC chaperonin inhibition; purified Mm-Cpn ATPase, ADP Transcreener TR-FRET; 330,000 tested, 0.031% active; Potency, µM (titrated, usually from 76.9 µM), for inactives: top-dose activity, negative = inhibition, actives largely listed as inhibitors; further: potency means the concentration at half of the fitted maximal effect; on the % scale 0 is the no-effect control and ±100 the full control effect; nearly all actives have a fitted effect of over 80% in size
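Eu-cryptate anti-ADP/ADP-d2 competition gives a ratio inversely related to ADP. Enzyme at 25 nM was pre-exposed to compound for 10 min, then given 10 uM ATP for 30 min, 37°C throughout.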
Nrf2 ARE act: activates Nrf2 signaling; 410,000 tested, 0.31% active; AID 624171; AREc32 ARE-luciferase reporter (MCF7-derived line), luminescence, 24 h; Potency, µM (top dose mostly 46.1 µM), inactives show top-dose activation, actives largely listed as activators; further: potency means the concentration at half of the fitted maximal effect; % of control where 0% means no effect; nearly all actives have a fitted effect of over 65% in size
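Luciferase luminescence (Steady-Glo, 30 min at room temperature) served as the read-out of ARE activation in AREc32 cells treated with compounds for 24 hr at 37 deg C.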
Abeta yeast res: A-beta toxicity reversal in yeast; yeast expressing A-beta42, growth rescue, OD600, 48 h; response scale: 0% DMSO, 100% iron-clioquinol control; Potency, µM (top dose mostly 46.1 µM), for inactives: at the top dose growth rescue, actives largely listed as activators; 410,000 tested, 0.063% active; further: potency means the concentration at half of the fitted maximal effect; nearly all actives have a fitted effect of over 55% in size
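Yeast growth medium received pinned compounds, then yeast cells expressing toxic A-beta were added; plates incubated at 30 C for 48 hr. Growth read as absorbance at 600 nm, normalized to DMSO and equimolar FeCl3 plus clioquinol controls.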
Numbers without * were called inactive; i = inactive; ? = inconclusive; · = no result given; & = joins results of further samples; [ ] = dose if it differs, or a comment. Unless noted, the call rests on the fitted dose curve; in most records, active means well fitted curve in the direction sought with a large enough effect; inconclusive means small, poorly fitted or top-dose-only effect, or another doubt; inactive means no such curve, though single readings can be large; an effect the other way counts as inactive or inconclusive.

SMILES	CCT modulator	A549 tox	Nrf2 inh	HepG2 viability	TGFb inhibitor	pAkt inh	MmCpn inh	Nrf2 ARE act	Abeta yeast res
O=C(Nc1ccc(C(=O)Nc2ccccc2Cl)cc1)c1cccnc1	-2.0	0%	?	1%	-1%	i	1%	-0.6%	-8%
O=C(NNC(=S)Nc1ccccc1Cl)c1ccccc1	-0.8	8%	?	-11%	4%	i	1%	2.3%	-3%
CC(C)CCN(Cc1ccco1)C(=O)c1cc2c(Cl)nc3ccccc3c2s1	·	0%	-3%	-17%	?	·	·	-1.5%	-3%
CN(C(=O)COC(=O)c1ccc2c(c1)OCO2)C1CCCCC1	-0.5	1%	16%	5%	15%	i	3%	-0.8%	-9%
CCN(CC(=O)Nc1c(F)cccc1F)C(=O)/C=C/c1ccc(Br)s1	0.9	-2%	-6%	17%	-4%	i	0%	1.6%	20%
CCOC(=O)N1CCC(Nc2nc(OC)nc(OC)n2)CC1	-0.2	0%	8%	0%	-1%	i	0%	0.1%	-8%
Cn1cc(CN2CCC(C(=O)Nc3cccc(-c4cscn4)c3)CC2)cn1	1.2	2%	4%	1%	-4%	i	1%	3.7%	1%
Cc1ccccc1C(=O)N1CCN(c2ccc(NC(=O)c3ccc4c(c3)OCCO4)cc2)CC1	-0.4	-4%	21µM*	-12%	-7%	i	-1%	-0.2%	5%
O=C1c2ccccc2C(=O)N1CCCc1c[nH]c2ccccc12	1.5	0%	15%	6%	-8%	i	2%	5.0%	-22%
OC(CNCc1ccccc1)Cn1ccc2ccccc21 (stereo unspecified)	-2.0	7%	-5%	-43%	-23%	i	-1%	3.8%	11%
CCN(CC(=O)Nc1ccccc1C(F)(F)F)C(=O)c1cc(-c2ccccc2)nn1-c1ccccc1	-2.5	0%	?	10%	-15%	i	0%	0.0%	22%
O=C(Nc1cc(C(F)(F)F)ccc1N1CCOCC1)c1cccnc1Cl	-2.4	3%	12%	11%	0%	-111%*	1%	2.5%	-6%
O=C(NC1CCCC1)C1CCC(=O)N1C1CCCC1 (stereo unspecified)	-0.7	-1%	8%	-6%	?	i	0%	-0.7%	-26%
CC1CCCCN1C(=O)c1cccc(NC(=O)c2ccccc2)c1 (stereo unspecified)	2.0	-1%	3%	-5%	2%	i	0%	0.4%	5%
O=C(NCC1CC1)c1ccc(Nc2nc3ccc(Br)cc3[nH]2)cc1	-1.0	-3%	6%	-27%	10µM*	i	-2%	0.1%	-3%
COc1ccc(CNS(=O)(=O)c2cc3c(cc2C)N(C)CCO3)cc1	-1.5	0%&14%	4%&-12%	-2%&-18%	-2%&1%	i	-1%	-3.2%&0.3%	5%&0%
COc1ccccc1/C=N/NC(=O)c1nnn(-c2nonc2N)c1CSC1=NCCS1	-1.4	-5%	-11%	2%	-1%	i	-2%	0.4%	-4%
O=C(COC(=O)c1ccc(O)cc1)Nc1cccc(S(=O)(=O)N2CCCCC2)c1	0.7	-4%	-30%	8%	-4%	i	-3%	-0.7%	2%
COc1cccc(NC(=O)c2nn(C)c(C(=O)Nc3cccc(OC)c3)c2[N+](=O)[O-])c1	-3.9	-2%	1%	-8%	27%	i	-4%	-0.2%	15%
COc1cccc(-n2c(SCC(=O)Nc3cccc(Cl)c3)nc3c(oc4ccccc43)c2=O)c1	·	-10%	-33%	1%	?	·	·	0.2%	-14%
Cc1ccccc1OCC(=O)Nc1ccccc1NC(=O)c1ccco1	1.5	-6%	-9%	-14%	3%	i	2%	-0.7%	8%
O=C(CNC(=O)c1ccccc1Cl)N/N=C/C=C/c1ccccc1	0.5	-2%	14%	-14%	-6%	i	2%	0.7%	-4%
CC1=C(C(=O)OCC2CCCO2)C(c2coc3ccccc3c2=O)C2=C(CC(C)(C)CC2=O)N1 (stereo unspecified)	-2.8	-2%	2%	0%	0%	i	1%	-0.1%	-2%
C=CCN(CC=C)C(=O)c1cccc(OC2CCN(S(=O)(=O)N(C)C)CC2)c1	-2.3	1%	-50%	0%	-1%	i	1%	-0.5%	8%
Cc1ccc(S(=O)(=O)CC(=O)Nc2ccc(F)c(F)c2F)cc1	-0.4	-3%	-27%	-14%	10%	i	-1%	-2.1%	-7%
Cc1ccccc1CNC(=O)C(=O)Nc1nccs1	-3.4	0%	-7%	2%	10%	i	-5%	-0.2%	7%
O=C(NCCCCc1ccccc1)c1ccccc1Cl	-0.6	0%	18%	0%	33%[activator]	i	1%	3.0%	2%
CC(=O)N1C(=O)NC2=C(C(=O)CCC2)C1c1cccc([N+](=O)[O-])c1 (stereo unspecified)	-3.4	3%	-18%	5%	-1%	i	-3%	1.7%	-5%
COC(=O)Cc1ccc(OC2(C)CCN(Cc3ccc4c(c3)OCCO4)C2)cc1 (stereo unspecified)	0.3	·	·	-4%	3%	i	·	0.3%	-20%
O=C(O)c1nnsc1-c1csnn1	-1.0	2%	5%	-25%	-4%	i	·	-0.4%	10%
BrCCOCCOc1ccc2ccccc2c1	-3.3	-2%	11%	3%	-4%	i	-2%	9.5%	5%
Cc1ccc(NC(=O)CCn2nc(C)c(S(=O)(=O)N3CCCCC3)c2C)cc1Cl	·	0%	·	-18%	?	·	·	-0.4%	-6%
O=C(CC1C(=O)NCCN1C(=O)Nc1ccccc1)Nc1ccc2c(c1)OCO2 (stereo unspecified)	-1.0	-3%	6%	-10%	-4%	i	0%	3.4%	-8%
Cn1c(=O)c2[nH]c(CCCCc3nc4ccccc4[nH]3)nc2n(C)c1=O	-4.8	0%	0%	3%	13%	i	·	-0.7%	-10%
COc1ccc2c(c1)CC/C(=C\c1ccc(OC)c(Cn3nc(C)cc3C)c1)C2=O	-2.7	-14%	?	-41%	-10%	i	-1%	7.0%	4%
COc1ccc(C#Cc2ccc3c(c2)c(=O)c2ccccc2n3C)cc1	-1.1	-7%	?	-13%	1%	i	?	13%	-7%
Cc1ccccc1OCC(=O)N(Cc1ccco1)c1c(N)n(Cc2ccccc2)c(=O)[nH]c1=O	-2.1	-1%	-20%	-2%	-14%	i	1%	0.3%	-11%
CC1(C)Cc2ccccc2-c2nc3ccccc3c(=O)n21	-2.8	1%	-5%	-6%	7%	i	1%	-0.5%	-36%[inhibitor]
O=S(=O)(Nc1nc(-c2sccc2Cl)cs1)c1cc(Cl)ccc1Cl	-4.5	?	?	-92%	11µM*	i	2%	0.4%	-93%[inhibitor]
O=C(CN1CCN(c2ccc(F)cc2)CC1)Nc1ccc(F)c(F)c1	-2.8	-1%	·	-3%	-1%	i	1%	-0.6%	6%[9.22 µM]
CC(=O)Nc1ccc(Br)cc1C(=O)C(=O)O	1.4	-2%	9%	-10%	24%	i	1%	8.0%	-6%
CC(=O)Nc1ccc(OCC(=O)NCc2ccc3c(c2)OCO3)cc1	-1.1	-10%	-6%	-6%	6%	i	-2%	-0.5%	11%
Nc1ccc2nc3c(c(Cl)c2c1)CCCC3	-2.0	-19%	0%	-12%	-13%	i	-1%	6.8%	-9%

Structural class, those above containing a Cl atom.
SMILES	CCT modulator	A549 tox	Nrf2 inh	HepG2 viability	TGFb inhibitor	pAkt inh	MmCpn inh	Nrf2 ARE act	Abeta yeast res
O=C(Nc1ccc(C(=O)Nc2ccccc2Cl)cc1)c1cccnc1	-2.0	0%	?	1%	-1%	i	1%	-0.6%	-8%
O=C(NNC(=S)Nc1ccccc1Cl)c1ccccc1	-0.8	8%	?	-11%	4%	i	1%	2.3%	-3%
CC(C)CCN(Cc1ccco1)C(=O)c1cc2c(Cl)nc3ccccc3c2s1	·	0%	-3%	-17%	?	·	·	-1.5%	-3%
O=C(Nc1cc(C(F)(F)F)ccc1N1CCOCC1)c1cccnc1Cl	-2.4	3%	12%	11%	0%	-111%*	1%	2.5%	-6%
COc1cccc(-n2c(SCC(=O)Nc3cccc(Cl)c3)nc3c(oc4ccccc43)c2=O)c1	·	-10%	-33%	1%	?	·	·	0.2%	-14%
O=C(CNC(=O)c1ccccc1Cl)N/N=C/C=C/c1ccccc1	0.5	-2%	14%	-14%	-6%	i	2%	0.7%	-4%
O=C(NCCCCc1ccccc1)c1ccccc1Cl	-0.6	0%	18%	0%	33%[activator]	i	1%	3.0%	2%
Cc1ccc(NC(=O)CCn2nc(C)c(S(=O)(=O)N3CCCCC3)c2C)cc1Cl	·	0%	·	-18%	?	·	·	-0.4%	-6%
O=S(=O)(Nc1nc(-c2sccc2Cl)cs1)c1cc(Cl)ccc1Cl	-4.5	?	?	-92%	11µM*	i	2%	0.4%	-93%[inhibitor]
Nc1ccc2nc3c(c(Cl)c2c1)CCCC3	-2.0	-19%	0%	-12%	-13%	i	-1%	6.8%	-9%

Bioassay records: PubChem, National Center for Advancing Translational Sciences (NCATS)
